Bioassay records: PubChem BioAssay, several laboratories
PP1 inh – PP1-alpha phosphatase inhibitors, primary screen, counter-screen for PP5 inhibitor project, biochemical, fluorescence, OMFP substrate, single point. Serine/threonine-protein phosphatase PP1-alpha catalytic subunit (Homo sapiens), P62136. purified PP1alpha. inhibition, % at 6.7 µM. actives 0.9% (n = 320,000). AID 2235, 2010;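 active = inhibition above the mean inhibition of all tested compounds plus 3 SD, computed separately for each screening campaign, cut at about 15% in these data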
Efflux pump inh – inhibitors of Candida efflux pumps in yeast, primary screen, S. cerevisiae, Nile Red, multiplex; S. cerevisiae Candida pump triplex; inhibition, % at 10 µM; actives 0.44% (n = 330,000); AID 485275, 2010;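 active = plate passing quality check with inhibition over a set limit, or well fluorescence over plate mean plus 4 SD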;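 also: Nile Red retained in pooled yeast measured as flow cytometry median fluorescence; 0% = buffer negative control and 100% = Enniatin B positive control; higher means more Nile Red kept so more efflux inhibition; some compounds called inactive have numbers as strong as hits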
PP5 inh – PP5 phosphatase inhibitors, primary screen, biochemical, fluorescence | actives 0.18% (n = 320,000) | AID 1987, 2009 | inhibition, % at 6.7 µM | Serine/threonine-protein phosphatase 5 (Homo sapiens), P53041 | purified PP5c, OMFP substrate fluorescence;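 active = inhibition above the campaign's mean inhibition across all tested compounds plus 3 SD, cut at about 9.5% in these data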;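 also: 0% = DMSO only and 100% = 100 µM cantharidin control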
TPT1 inh – Candida albicans TPT1 enzyme inhibitors, primary screen, biochemical, fluorescence polarization. recombinant caTPT1, FP RNA substrate dephosphorylation. inhibition, % at 5 µM. actives 0.81% (n = 300,000). tRNA 2'-phosphotransferase TPT1 (Candida albicans SC5314);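 active = inhibition above the mean of all tested compounds plus 3 SD, set per screening campaign, cut at about 24% in these data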;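 also: plate controls were DMSO alone for no effect and ferristatin control at 100 nM for full effect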
GASC-1 inh – inhibitors of GASC-1 histone demethylase, primary screen, biochemical, fluorescence, DELFIA europium. Lysine-specific demethylase 4C (Homo sapiens), Q9H3R0. GST-JMJD2C(1-420) H3K9me3 demethylation. AID 2099, 2009. actives 0.069% (n = 330,000). inhibition, % at 2.35 µM;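 active = more than half of a compound's replicate wells show inhibition beyond 50%, single wells judged on their own value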;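 also: signal counts dimethyl H3K9 product captured on neutravidin plate; 0% = median of DMSO wells and 100% = 0.3 times that DMSO median; strong numbers were not always called active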
Target sequence (Q9H3R0 1-420 limits assumed): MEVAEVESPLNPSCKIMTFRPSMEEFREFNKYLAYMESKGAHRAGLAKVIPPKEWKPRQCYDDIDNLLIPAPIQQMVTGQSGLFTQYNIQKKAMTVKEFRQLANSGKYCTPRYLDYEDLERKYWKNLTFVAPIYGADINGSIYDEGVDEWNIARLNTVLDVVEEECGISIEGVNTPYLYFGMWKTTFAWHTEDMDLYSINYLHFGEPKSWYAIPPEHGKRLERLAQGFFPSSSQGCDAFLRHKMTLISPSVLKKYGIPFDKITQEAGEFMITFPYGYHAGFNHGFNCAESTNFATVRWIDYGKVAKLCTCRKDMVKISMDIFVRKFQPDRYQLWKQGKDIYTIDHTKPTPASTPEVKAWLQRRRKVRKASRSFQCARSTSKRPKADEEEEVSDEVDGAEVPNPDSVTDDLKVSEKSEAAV
procasp3 activ – activators of human procaspase-3 D3A mutant, primary screen, biochemical, absorbance, PC-3 D3A mutant, single concentration. recombinant procaspase-3 D3A, Ac-DEVD-pNA absorbance 405 nm. activation, % at 8.5 µM. actives 0.11% (n = 330,000). AID 463141, 2010;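 active = activation above the mean of all tested compounds plus 3 SD, cut at about 21% in these data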;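 also: 0% = DMSO alone and 100% = DMSO wells spiked with extra 5 µM PC-3 D3A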
Target sequence (P42574 whole entry D9A/D28A/D175A): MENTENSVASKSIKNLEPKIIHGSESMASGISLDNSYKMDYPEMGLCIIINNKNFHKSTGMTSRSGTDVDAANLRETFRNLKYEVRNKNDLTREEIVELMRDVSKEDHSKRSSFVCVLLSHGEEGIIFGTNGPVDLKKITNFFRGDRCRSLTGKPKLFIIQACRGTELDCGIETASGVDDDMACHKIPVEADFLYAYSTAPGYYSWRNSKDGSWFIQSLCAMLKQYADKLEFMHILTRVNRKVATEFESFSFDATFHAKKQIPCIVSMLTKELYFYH
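Test system: Procaspase-3 D3A mutant; medium: Zinc-free HEPES/NaCl buffer with 0.01% Triton X-100 at pH 7.4; reagent: DEVD-pNA substrate; doses: one concentration, 8.5 µM nominal, 0.8% DMSO; times: 1 h preincubation plus 2 h reaction at 25 °C; signal: Epi-absorbance at 405 nm of released p-nitroaniline, 0 and 120 min; replicates: singlicate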
HCV core dimer – inhibitors of HCV core protein dimerization, primary screen, biochemical, TR-FRET, high-throughput; TR-FRET GST/Flag-core106 dimerization, 1536-well; inhibition, % at 5 µM; AID 1899, 2009; actives 0.33% (n = 300,000);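 active = inhibition above the mean of all tested compounds plus 3 SD, set per screening campaign, cut at about 45% in these data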
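System: GST-tagged and Flag-tagged HCV core protein residues 1-106 / Input: core106 proteins, GST 13.5 nM and Flag 17 nM / Buffer or medium: KF-containing HEPES buffer, pH 7.45, DTT, CHAPS, BSA / Probe or stimulus: Eu-anti-GST and XL665-anti-Flag labelled anti-tag antibodies / Schedule: 4 h, 22.5 °C incubation / Technique: TR-FRET 671 and 617 nm emission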
Fh CTSL1 inh – Fasciola hepatica cathepsin L1 inhibitors, primary screen, counter-screen for PFM18AAP inhibitor project, biochemical, QFRET, fluorogenic peptide substrate; inhibition, % at 5.96 µM; AID 1906, 2009; recombinant F. hepatica cathepsin L1, Z-Leu-Arg-MCA fluorescence; actives 0.49% (n = 300,000);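 active = inhibition above the mean of all tested compounds plus 3 SD, set per screening campaign, cut at about 17% in these data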;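 also: 0% = plate median of test compound wells and 100% = 1 µM Z-Phe-Ala-diazomethylketone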
proCasp7 act – procaspase-7 activators, primary screen, counter-screen for procaspase-3 activator project, biochemical, absorbance, HTS, human; Caspase-7 (Homo sapiens), P55210; recombinant procaspase-7, Ac-DEVD-pNA absorbance 405 nm; D23A/D198A/D206A triple mutant, cannot self-cleave; scale: DMSO 0, 5 µM enzyme 100; activation, % at 8.5 µM; actives 0.093% (n = 330,000); AID 463210, 2010;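 active = percent activation above the screen-wide mean plus 3 SD, cut at about 25% in these data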
Target sequence (P55210 whole entry D23A/D198A/D206A): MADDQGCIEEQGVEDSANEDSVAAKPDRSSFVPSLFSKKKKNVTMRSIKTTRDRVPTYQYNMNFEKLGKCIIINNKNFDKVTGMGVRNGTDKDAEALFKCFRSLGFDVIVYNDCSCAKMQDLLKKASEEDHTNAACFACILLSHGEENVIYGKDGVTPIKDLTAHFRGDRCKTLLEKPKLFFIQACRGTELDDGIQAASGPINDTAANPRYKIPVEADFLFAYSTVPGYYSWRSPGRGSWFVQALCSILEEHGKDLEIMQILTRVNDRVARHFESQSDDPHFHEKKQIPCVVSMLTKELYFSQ
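System: Uncleavable procaspase-7 mutant enzyme; Amount: 2 µM procaspase-7 mutant as dispensed; Schedule: 1 h compound preincubation, 2 h substrate cleavage, 25 °C; Measured by: 405 nm absorbance of p-nitroaniline; Evaluation: percent activation from buffer-corrected 0–120 min absorbance change; Control set: low DMSO alone, high DMSO plus 5 µM PC-7.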
An asterisk follows results filed as active; . = not tested or not shown; & = joins results of further samples. Compounds were not picked by outcome; any-hit rate near 2.9%.

nr	SMILES	PP1 inh	Efflux pump inh	PP5 inh	TPT1 inh	GASC-1 inh	procasp3 activ	HCV core dimer	Fh CTSL1 inh	proCasp7 act
1	COc1ccccc1N(CN1C(=O)c2ccccc2C1=O)C(=O)c1cccnc1	-1	0.0	0.2	-2	-4	5	1	3	5
2	N#Cc1cc2c(=O)n3ccccc3nc2n(CCCN2CCOCC2)c1=O	0	-0.1	2.5	-5	-3	-16	5	4	-13
3	CC1(NC(=O)CSc2nnc(-c3ccco3)n2Cc2ccccc2)CCS(=O)(=O)C1 (stereo unspecified)	-5	0.1	1.7	.	-3	3	.	.	-2
4	Cc1ccc(S(=O)(=O)N2CCC(=O)N(CCOCc3ccc(C(F)(F)F)cc3)CC2)cc1	1	.	3.9	-2	-1	5	-3	1	-4
5	Cc1cccnc1Nc1nc(-c2ccccn2)cs1	28*	0.0	6.4	0	-7	-5	-2	0	3
6	COc1ccccc1CNC(=O)COC(=O)c1ccc(-n2cnnn2)cc1	-7	-0.1	0.0	0	0	4	-8	0	-5
7	CCCNC(=O)c1ccc(Cl)c(Cl)c1	-2	0.4	-0.4	-8	3	3	-4	-2	11
8	COc1ccc(-c2cn[nH]c2N)cc1	-4	-0.2	-0.7	-1	11	-1	-4	-4	-3
9	OCCC1CN(Cc2nc3c(s2)CCCC3)CCN1Cc1ccsc1 (stereo unspecified)	-6	-0.1	-1.3	5	26	11	2	-4	6
10	C=CCc1cccc(OC)c1OCCOCCn1ccnc1	3	-0.1	2.3	-1	19	14	-5	-2	2
11	COc1cccc(CNC(=O)c2c[nH]n3c(=O)c(Cl)c(C)nc23)c1	-3	0.0	1.5	-1	-2	-1	10	2	-3
12	COc1ccc(S(=O)(=O)NCC2CCCN(C(=O)c3cccnc3C)C2)cc1 (stereo unspecified)	1	0.1	0.2	-1	1	-3	-3	0	-1
13	COC(=O)c1[nH]c2cc(OC)ccc2c1N=CN(C)C	-2	-0.2	-1.4	0	-4	3	-1	-2	1
14	Cc1ccc(N2C(=O)NC(NS(=O)(=O)c3ccccc3)(C(F)(F)F)C2=O)cc1C (stereo unspecified)	0	0.0	1.2	5	-3	-1	8	-1	0
15	COc1ccccc1CNC(=O)CSc1ccc(-c2cccs2)nn1	-4	0.0	0.9	-1	11	-5	3	11	0
16	Cc1cc(C)c2cc(C#N)c(N3CCCN(C(=S)NCCCN(C)C)CC3)nc2c1	1	-0.5	3.0	-3	-7	-9	-15	5	-12
17	CCCCN(C(=O)COc1ccc(C)cc1OC)c1c(N)n(CCC)c(=O)[nH]c1=O	0	-0.1	-2.0	-1	1	5	0	-1	6
18	CCC1C(=O)NCCN1C(=O)c1ccc2nc(Cc3cccc(Cl)c3)oc2c1 (stereo unspecified)	-4	0.2	1.5	2	-25	5	-4	2	0
19	CS(=O)(=O)Oc1ccc2c(c1)O/C(=C\c1cccnc1)C2=O	1	-0.1	3.4	-4	0	-6	-8	-2	-2
20	CCCCN(C(=O)C1CCC1)c1c(N)n(CCC)c(=O)[nH]c1=O	8	-0.1	-0.3	0	4	-13	-6	-3	1
21	CNC(=O)c1cc(S(=O)(=O)Nc2ccc(C)cc2C)ccc1C	-3	-0.1	-1.1	0	-32	-4	3	-2	-1
22	O=c1nc(N2CCCCCC2)nc(N2CCCCCC2)[nH]1	-2	-0.2	-0.7	-2	9	0	0	4	2
23	CC(C)CN1CCN=C1Nc1ccccc1	-3	-0.1	-0.5	-2	5	2	22	-2	3
24	CCOC(=O)c1c(C)c(C(=O)NCCc2ccc(S(N)(=O)=O)cc2)c(C)n1CC	-3	-0.2	1.0	-1	7	-2	-1	-4	4
25	COc1ccc(NC(=O)CCCn2c(=O)c3sccc3n(Cc3ccccc3C)c2=O)cc1	2	-0.2	2.8	-3	2	-3	1	-2	11

Six entries from above, arranged by length of the SMILES, lowest first.
nr	SMILES	PP1 inh	Efflux pump inh	PP5 inh	TPT1 inh	GASC-1 inh	procasp3 activ	HCV core dimer	Fh CTSL1 inh	proCasp7 act
23	CC(C)CN1CCN=C1Nc1ccccc1	-3	-0.1	-0.5	-2	5	2	22	-2	3
9	OCCC1CN(Cc2nc3c(s2)CCCC3)CCN1Cc1ccsc1 (stereo unspecified)	-6	-0.1	-1.3	5	26	11	2	-4	6
21	CNC(=O)c1cc(S(=O)(=O)Nc2ccc(C)cc2C)ccc1C	-3	-0.1	-1.1	0	-32	-4	3	-2	-1
6	COc1ccccc1CNC(=O)COC(=O)c1ccc(-n2cnnn2)cc1	-7	-0.1	0.0	0	0	4	-8	0	-5
3	CC1(NC(=O)CSc2nnc(-c3ccco3)n2Cc2ccccc2)CCS(=O)(=O)C1 (stereo unspecified)	-5	0.1	1.7	.	-3	3	.	.	-2
14	Cc1ccc(N2C(=O)NC(NS(=O)(=O)c3ccccc3)(C(F)(F)F)C2=O)cc1C (stereo unspecified)	0	0.0	1.2	5	-3	-1	8	-1	0

(next part)
nr	SMILES	PP1 inh	Efflux pump inh	PP5 inh	TPT1 inh	GASC-1 inh	procasp3 activ	HCV core dimer	Fh CTSL1 inh	proCasp7 act
26	COc1cccc(C(NC(=O)c2ccccc2F)NC(=O)c2ccccc2F)c1	-5	-0.2	-0.3	0	14	10	-2	0	5
27	COc1ccc(N(CC(=O)NC2CCCC2)C(=O)Cn2nnc(-c3ccc(F)cc3)n2)cc1OC	-3	0.1	1.6	0	-5&-3	7	-3	-3	7
28	Cc1c(C)[n+](=O)c2c(n1[O-])C(Br)CCC2Br (stereo unspecified)	-3	0.1	0.9	1	3	1	6	-4	9
29	O=C(NC1CCCCC1)c1cccc(COCC(F)(F)F)c1	-7	0.3	2.0	-4	9	11	-7	-7	6
30	O=c1cc(N=Nc2ccc(Cl)cc2)[nH]c(=O)[nH]1	1	0.1	-1.9	-1	-3	-4	-4	-1	-13
31	O=C(Nc1cccc2c1CCCC2)c1ccc(F)cc1	0	-0.1	1.5	2	5	4	0	0	7
32	CCc1ccc(C(=O)N2CCN(c3ccc(NC(=O)c4ccco4)cc3)CC2)cc1	-1	0.2	4.0	1	-3	6	-5	3	-1
33	COc1ccc(-c2nc(CN3CCC(c4ccccc4)CC3)c(C)o2)cc1OC	6	0.2	0.0	5	-8	-1	1	4	-2
34	O=C1CCCC2=C1C1(O)C(=O)c3ccccc3C1(O)O2 (stereo unspecified)	10	0.0	17*	3	4	-15	-40	5	-29
35	Cc1sc2ncnc(NCC(c3ccco3)N(C)C)c2c1C (stereo unspecified)	3	0.1	4.5	-1	5	4	-4	0	9
36	Cc1cnc(C(=O)OCC(=O)c2csc(N3CCCCC3)n2)cn1	4	0.0	-1.6	1	-10	5	7	-9	4
37	CCC1(C)Cc2c(C#N)c(N)n(-c3ccccc3)c(=O)c2CO1 (stereo unspecified)	-1	0.0	0.5	-3	-3	-1	1	0	19
38	CC(C)c1ccc(/C=N/NC(=O)c2nnn(-c3nonc3N)c2CN(C)C2CCCCC2)cc1	0	-0.2	-2.2	-4	5	3	-5	3	8
39	O=C(OCc1csc(-c2ccccc2)n1)c1cccs1	-2	0.1	5.9	1	4	3	0	1	-1
40	COc1cc(-c2n[nH]c(=S)n2-c2cccc(C(F)(F)F)c2)cc(OC)c1OC	-1	0.0	1.6	-4	2	-12	-11	-1	-17
41	O=C(NCC1COc2ccccc2O1)c1ccc(-n2cncn2)c([N+](=O)[O-])c1 (stereo unspecified)	-2	0.1	0.8	1	-7	-6	-4	0	14
42	CCN(CC)C(=O)c1[nH]cnc1C(=O)Nc1ccc(OC)cc1	-2	0.0	1.6	1	6	0	-2	-2	-8
43	CC1(C)CC(=O)C(N=Nc2cccc(S(=O)(=O)N3CCOCC3)c2)=C(O)C1	-4	0.1	-0.8	0	2	-10	4	3	8
44	Cc1cccc(CN2CCN(CCCc3ccccc3)CC2)c1	-2	-0.1	-2.2	-1	5	3	-2	5	2
45	CC1CCCN(S(=O)(=O)c2ccc(Cl)s2)C1 (stereo unspecified)	-1	-0.1	0.9	-2	-19	-6	7	-1	0
46	CCNC(=S)N1CCN(CCNC2=CC(=O)CC(C)(C)C2)CC1	-3	0.1	2.6	-3	-4	5	-3	-1	-1
47	O=C1NC(c2ccc(Cl)cc2)=COc2ccccc21	0	0.0	-0.8	-2	-11	9	5	-1	2
48	CCOc1ccc(CNc2ccc3c(c2)nc(C)n3C)cc1	-3	0.1	3.0	-6	.	3	-15	-4	-2
49	CCOc1ccc(C(=O)NC(=S)Nc2ccc(N3CCOCC3)c(Cl)c2)cc1[N+](=O)[O-]	3	-2.2	1.2	-1	2	1	15	5	-17
50	COC(=O)C(NC(=O)c1ccco1)(Nc1nc(C)cs1)C(F)(F)F (stereo unspecified)	-1	-0.1	1.2	3	-6	-5	10	1	10
51	Cc1ccc(NC(=O)CN(C)C(=O)c2nn(C)c(=O)c3ccccc23)cc1	-3	0.0	-1.0	-3	-8	2	0	-1	12

Some of these compounds in order of their number in Efflux pump inh, largest number first:
entry	molecule	Efflux pump inh
32	CCc1ccc(C(=O)N2CCN(c3ccc(NC(=O)c4ccco4)cc3)CC2)cc1	0.2
47	O=C1NC(c2ccc(Cl)cc2)=COc2ccccc21	0.0
45	CC1CCCN(S(=O)(=O)c2ccc(Cl)s2)C1 (stereo unspecified)	-0.1
